Assay outcomes as filed in PubChem.
SRC1 inh: human NCOA1 inhibition. Q15788. HEK293 GAL4-SRC1 luciferase reporter, luminescence. inhibition, % at 3.6 µM. hit rate 0.12% among 360,000;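 active = inhibition above the campaign mean plus 3 SD, with each screening campaign given its own cutoff, cut at about 60% in these data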;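 also: 0% = DMSO treated cells and 100% = gossypol at 36 µM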
Vif inh: inhibitors of HIV Vif; hit rate 0.35% among 340,000; AID 602346; inhibition, % at 7.49 µM; HEK293T cells, Vif self-association by quenched fluorescence, imaging, 24 h; in the data active = inhibition above about 50%, passing the limit was not always enough; also: some results filed as inactive read as strong as hits
NCOA3 inh: inhibitors of human steroid receptor coactivator 3 (SRC3); inhibition, % at 3.6 µM; hit rate 0.17% among 360,000; HEK293 GAL4-SRC3 luciferase reporter, luminescence; Q9Y6Q9;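 active = inhibition above a per-campaign cutoff, the mean of all compounds plus 3 SD, cut at about 60% in these data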;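 also: 0% = DMSO-treated cells and 100% = gossypol-treated cells at 36 µM; higher means less SRC3-driven luciferase light from the GAL4 reporter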
NR5A2 inv ag: NR5A2 inverse agonism in reporter assay. HEK293T StAR-luciferase reporter, LRH-1 transfected, 24 h. inhibition, % at 3.6 µM. hit rate 0.13% among 360,000. AID 602396;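 active = inhibition above the mean inhibition of all tested compounds plus 3 SD, cut at about 73% in these data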;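 also: 0% = DMSO wells and 100% = reporter-only cells lacking LRH-1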
Target sequence (O00482 whole entry, looked up): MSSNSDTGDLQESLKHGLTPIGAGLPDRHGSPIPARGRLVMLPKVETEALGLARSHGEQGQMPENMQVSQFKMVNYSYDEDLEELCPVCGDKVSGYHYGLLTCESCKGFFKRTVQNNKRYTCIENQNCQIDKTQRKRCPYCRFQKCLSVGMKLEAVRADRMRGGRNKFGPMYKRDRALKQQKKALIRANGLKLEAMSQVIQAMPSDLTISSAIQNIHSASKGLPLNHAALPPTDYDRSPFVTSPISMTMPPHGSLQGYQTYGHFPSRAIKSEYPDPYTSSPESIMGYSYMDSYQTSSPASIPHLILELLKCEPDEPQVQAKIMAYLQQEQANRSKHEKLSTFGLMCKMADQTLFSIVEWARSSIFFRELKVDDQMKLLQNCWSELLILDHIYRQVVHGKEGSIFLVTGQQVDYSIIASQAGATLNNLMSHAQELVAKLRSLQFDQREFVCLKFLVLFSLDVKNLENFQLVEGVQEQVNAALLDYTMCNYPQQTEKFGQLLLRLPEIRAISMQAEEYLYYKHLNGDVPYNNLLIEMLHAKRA
LMP1 NFkB inh: Epstein-Barr LMP1 NF-kappaB reporter inhibition | hit rate 0.69% among 350,000 | LMP1-induced NF-kappaB luciferase reporter cells, luminescence | AID 504558 | inhibition, % at 12.5 µM; in the data active = inhibition above about 41%;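 also: 0% = neutral control wells and 100% = reference inhibitor control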
TROY signal inh: blocks TROY-dependent signaling in reporter cells. Q293 LMP1-TROYcd NF-kB luciferase reporter, 4 h. inhibition, % at 10 µM. hit rate 0.98% among 360,000;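 active = compounds whose plate-normalised and pattern-corrected inhibition of the luciferase reporter signal at the single screening dose is 50% or more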
C8 TRAIL sens: sensitizes caspase-8 expressing cells to TRAIL | inhibition (viability loss, TRAIL sensitization), % at 10 µM | hit rate 1% among 360,000 | NB7+C8 cells + TRAIL, ATPlite viability luminescence;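 active = compounds causing at least 50% loss of cell viability in the single-dose screen, relative to plate controls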
TLR9-MyD88 block: blocks human TLR9 binding to MyD88 | Q9NR96+Q99836 | CHO BLA complementation TLR9-MyD88, CCF4 FRET ratio | inhibition, % at 4.98 µM | hit rate 0.21% among 340,000 | AID 504734;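 active = inhibition above the mean over all tested compounds plus 3 SD, cut at about 21% in these data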;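 also: 0% = DMSO only wells and 100% = clavulanate BLA inhibitor control wells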
NR2F2 inh: blocks human COUP-TFII nuclear receptor; P24468; HEK293T NGFI-A luciferase reporter, luminescence; inhibition, % at 8.6 µM; hit rate 0.7% among 370,000;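 active = inhibition above a per-plate cutoff, mean inhibition of test wells between control levels plus 3 SD, cut at about 38% in these data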;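 also: cells cotransfected with COUP-TFII expression vector driving the NGFI-A reporter; 0% = median of COUP-TF2 test wells and 100% = reporter-only cells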
NOD2-RIPK2 inh: inhibitors of human NOD2-RIPK2 interaction; O43353; CHO BLA complementation NOD2-RIPK2, CCF4 ratio; inhibition, % at 4.98 µM; hit rate 0.38% among 360,000; AID 624267; in the data active = inhibition above about 21%;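 also: 0% = vehicle only and 100% = reference blocker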
SRC2 inh: inhibits human steroid receptor coactivator 2 | inhibition, % at 9 µM | HEK293 GAL4-SRC2 luciferase reporter, luminescence | Q15596 | hit rate 0.17% among 370,000;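 active = inhibition above the mean inhibition of all tested compounds plus 3 SD, set per campaign, cut at about 52% in these data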;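 also: 0% = DMSO treated cells and 100% = cells given Gossypol at 36 µM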
* = called active by the depositor; . = not tested or not shown. These rows are one share of the data; the hit share may differ from the screen's.

SMILES	SRC1 inh	Vif inh	NCOA3 inh	NR5A2 inv ag	LMP1 NFkB inh	TROY signal inh	C8 TRAIL sens	TLR9-MyD88 block	NR2F2 inh	NOD2-RIPK2 inh	SRC2 inh
CCOC(=O)C1CCCN(C(=O)c2cc(C(C)(C)C)nn2C)CC1 (stereo not drawn)	-7	11	-4	-3	.	-10	-7	.	13	-5	11
CC(=O)C[C@H](O)CC(=O)[C@H]1OC(=O)[C@@H](C)C/C=C\Cc2ccccc21	8	-4	-3	7	-1	-10	-12	-5	1	-10	16
CCc1nc2ccccc2n1Cc1ccc(OC)c(OC)c1	1	-1	7	-23	2	-2	5	-6	3	10	-5
COc1ccc(NS(=O)(=O)c2ccc(S(=O)(=O)N3CCOCC3)cc2)cc1	0	-5	9	-7	-2	-5	2	7	10	10	11
O=C(CCC1CCCC1)Nc1ccc(C(=O)NCc2cccnc2)cc1	43	0	43	74*	-17	10	-14	4	24	-11	36
COc1ccc2c(CC(=O)OCc3nc4ccsc4c(=O)[nH]3)coc2c1	-4	-6	-7	-6	3	14	-22	-2	6	-11	18
COc1ccc(CN(C)C(=O)Cn2cnc3c(OCc4ccccc4)ncnc32)cc1OC	-8	2	0	0	5	10	5	-5	14	6	-2
CCN(CCNC(=O)Cn1c(=O)sc2ccccc21)c1ccccc1	-54	-4	8	4	-4	2	2	-3	4	2	2
O=C(COc1ccc(Cl)cc1)Nc1nc(-c2ccncc2)cs1	-4	-3	-30	1	8	23	-16	10	3	-3	-26
CCCCNC(=O)/C=C1\Sc2ccccc2NC1=O	-30	12	-5	-9	4	-27	1	4	-12	-3	-47
CCOC(=O)C1CCCN(C(=O)Cc2ccc(C)cc2)C1 (stereo not drawn)	-1	.	-12	-29	6	7	-10	-2	8	-6	10
COC(=O)c1cc(N=Cc2c(O)c3ccccc3oc2=O)cc(C(=O)OC)c1	-3	2	-11	13	5	22	-11	2	.	10	.
Cc1noc(/C=C/N(C)C)c1S(=O)(=O)N1CCCC(C(=O)NC(C)c2ccccc2)C1 (stereo not drawn)	8	9	5	11	-8	6	-8	-5	-7	0	-7
O=C(Nc1cccc(NC(=O)c2ccc(Br)o2)n1)c1ccc(Br)o1	7	1	20	6	4	-3	1	3	-13	-10	-4
COc1ccc(N2CCN(C(=O)CSc3nnc4n3C(C)(C)Cc3ccccc3-4)CC2)cc1	-13	1	-4	5	10	2	-1	1	-8	5	-32
CS(=O)(=O)N1CCC(C(=O)N2CCN(c3ccc(F)cc3)CC2)CC1	0	-2	22	-1	-5	5	-6	0	9	-4	-19
O=C(Nc1cccc(Cl)c1N1CCCCC1)c1ccc(N2CCOCC2)c([N+](=O)[O-])c1	4	1	18	0	10	-5	19	-6	9	1	-11
COc1ccc(-n2ncc3c2CC(C)(C)CC3NC(=O)c2cnc(C)cn2)cc1 (stereo not drawn)	9	-6	-3	-15	11	1	-2	2	-37	-3	2
CC(C)(C)NC(=O)CSCc1c(Cl)cccc1Cl	-43	.	3	-1	-1	4	-2	9	6	5	11
CC(=O)OC1=Cc2c(ccc3ccc(=O)oc23)OC1(C)C	-1	12	11	2	6	7	-3	16	5	1	7
COc1ccc(NC(=O)c2cccs2)cc1OC	-28	10	-9	-9	-8	-21	1	1	-14	1	-28
CCCn1c(N)c(C(=O)CN(C)CC(=O)Nc2cc(C)ccc2C)c(=O)[nH]c1=O	-9	19	-5	-6	11	8	35	-2	-19	1	1
Cc1cccc(C)c1NC(=O)CN(C)C(=O)C1=COCCO1	10	9	29	11	3	-5	-8	2	-12	9	-5
S=c1[nH]c2cc(-c3ccccc3)ccc2o1	-2	-4	-31	-25	-15	-27	1	-4	10	-11	-6
Cc1ccc(C)c(NC(=S)N2CCC(N(C)CC3CCCO3)CC2)c1 (stereo not drawn)	-17	-3	15	8	-2	6	5	5	-4	-8	-4
O=C(Nc1ccc(C(=O)NCc2ccccc2Cl)cc1)C1=CSCCO1	-6	-1	7	-20	-5	-38	5	8	-1	2	-6
S=C1SCN(Cc2cccnc2)CN1Cc1ccccc1	11	-5	1	6	28	22	3	4	-19	9	12
c1ccc(-c2ccc(-n3ccnc3)cc2)cc1	-39	8	-49	-38	-9	-56	18	2	-16	1	-9
Cc1ccc(CN2[C@@H](Cc3ccccc3)C(=O)CS2(=O)=O)cc1	-3	-4	-2	-4	1	3	64*	-8	4	7	-9
Cc1ccccc1OCCn1cc(C(=O)C(=O)N2CCOCC2)c2ccccc21	1	-5	18	-12	2	-3	2	4	15	-1	-10
Cc1ccccc1C(=O)c1c[nH]c(C(N)=O)c1	9	.	8	14	6	7	-8	-7	-15	6	-3
CCC(C)c1ccc(NC(=O)COC(=O)C2=COCCO2)cc1 (stereo not drawn)	-20	18	-3	-14	-2	-28	16	-7	5	10	-23
O=C1CCC(C(=O)N2CCN(c3cnccn3)CC2)CN1CCc1ccc(Cl)cc1 (stereo not drawn)	-8	.	-24	-5	-2	-3	-8	3	-14	-3	-11
Nc1cccc(N2C(=O)c3cccc4c(N)ccc(c34)C2=O)c1	-11	.	-17	-16	-6	-34	5	7	20	5	-5
CNC(=O)c1sc(-c2ccccc2)nc1C	-23	5	-12	-12	-3	-11	8	-5	-30	6	-49
COc1ccc(-c2nc3ccccc3c(=O)n2N)cc1	-30	1	2	-4	2	7	1	-6	-18	-7	-17
Cc1ccc(-c2n[nH]c(=S)nc2-c2ccc(C)cc2)cc1	8	4	-9	-2	-2	-7	-3	-5	7	-12	-15
COc1cc(O)c(C=NN2C(=O)CSC2=S)c(OC)c1	-40	-9	-19	-8	0	-5	2	-10	3	-7	2
CC(C)NC(=O)Cn1c(=O)cnc2ccccc21	5	2	4	-14	-5	7	7	6	-6	-8	-12
Cc1ccc(C(=O)N/C(=C/c2ccc(-c3cccc([N+](=O)[O-])c3)o2)C(=O)NC(C)(C)C)cc1	10	-5	11	1	3	26	0	-6	0	2	14
CCCSc1nc2sc3c(c2c(=O)[nH]1)CCN(Cc1ccccc1)C3	6	-8	5	1	12	-6	-4	-9	.	15	.
CCN1CCOC(CC(=O)Nc2ccc([N+](=O)[O-])cc2)C1=O (stereo not drawn)	0	12	18	1	5	-1	11	6	-18	6	-9
NC(=S)N/N=C/c1ccc(-c2cccc([N+](=O)[O-])c2)o1	-21	1	-12	24	-11	-11	6	-3	-10	2	-20
CCCCCC(=O)NNC(=S)NC(C)=O	-16	4	8	-7	0	0	-8	3	-17	11	11
CC(=O)OC(C(=O)NC1CCCCC1)c1ccc(C)cc1 (stereo not drawn)	10	1	-6	8	-9	-11	-11	-3	19	-7	-35
CC[C@H](C)C(N)c1cn(C(CCCN=C(N)N)C(=O)N2CCNCC2)nn1 (stereo partly drawn)	-4	-4	11	-1	7	-2	-10	2	-14	-6	4
COc1ccc(Sc2nc(-c3ccccn3)ncc2OC)cc1	-31	4	6	-5	7	-8	11	-3	20	-7	11
Cc1cn(CC(=O)N2CCN(c3ccccn3)CC2)c(=O)[nH]c1=O	-17	-5	-5	-3	1	-9	1	4	-3	-5	-6
O=C(NC1CCCC1)C(c1ccccn1)N(C(=O)c1csnn1)c1ccccc1 (stereo not drawn)	2	15	9	0	-1	-7	-2	8	2	1	15
COc1ccc2c(c1)O/C(=C\c1sccc1C)C2=O	-23	-6	-33	-24	-20	-81	11	2	-9	-4	-35

New compounds follow
SMILES	SRC1 inh	Vif inh	NCOA3 inh	NR5A2 inv ag	LMP1 NFkB inh	TROY signal inh	C8 TRAIL sens	TLR9-MyD88 block	NR2F2 inh	NOD2-RIPK2 inh	SRC2 inh
CCNC(=S)NCC	-22	7	2	6	-1	0	17	3	-9	-1	15
O=C(CSc1nc(-c2ccccc2)ns1)NCC1CCCO1 (stereo not drawn)	-36	0	-31	-34	-14	-54	18	3	-36	-10	-36
CC(C)(C)NC(=O)C(c1cccs1)N(C(=O)C(=O)NC1CCCC1)c1ccccc1F (stereo not drawn)	-4	12	-2	13	-11	-7	0	-11	3	-4	-10
COc1cccc(C(=O)NC2CCCc3ccccc32)c1OC (stereo not drawn)	-8	-5	-18	-8	-12	-12	-2	-6	8	-10	6
Cc1ccc(C(C)n2cc(C(=O)NCc3ccccn3)nn2)cc1 (stereo not drawn)	-13	8	5	-4	-8	9	2	-2	4	-11	16
Cc1ccc(-c2nc(NC(=O)CSc3cc(C)c4ccccc4n3)ns2)cc1	-2	20	2	-9	-12	-11	10	-11	15	-11	11
